Screening results deposited in PubChem BioAssay by Johns Hopkins Ion Channel Center.
TRPC4 potent: positive allosteric modulators of TRPC4, primary screen, cell-based, mouse TRPC4beta, HEK293 mu-opioid, Fluo-4 calcium. 310,000 tested, 0.42% active. B-score at 10 µM. DAMGO EC20, Fluo-4 Ca2+ flux; hits give high values;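 active = B-score of calcium response area above 5 SD of library B-scores, with initial fluorescence ratio within 5 SD of library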;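 also: B-score of integrated fluorescence ratio over time as area under calcium response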
Target sequence (Q9QUQ5 whole entry, looked up): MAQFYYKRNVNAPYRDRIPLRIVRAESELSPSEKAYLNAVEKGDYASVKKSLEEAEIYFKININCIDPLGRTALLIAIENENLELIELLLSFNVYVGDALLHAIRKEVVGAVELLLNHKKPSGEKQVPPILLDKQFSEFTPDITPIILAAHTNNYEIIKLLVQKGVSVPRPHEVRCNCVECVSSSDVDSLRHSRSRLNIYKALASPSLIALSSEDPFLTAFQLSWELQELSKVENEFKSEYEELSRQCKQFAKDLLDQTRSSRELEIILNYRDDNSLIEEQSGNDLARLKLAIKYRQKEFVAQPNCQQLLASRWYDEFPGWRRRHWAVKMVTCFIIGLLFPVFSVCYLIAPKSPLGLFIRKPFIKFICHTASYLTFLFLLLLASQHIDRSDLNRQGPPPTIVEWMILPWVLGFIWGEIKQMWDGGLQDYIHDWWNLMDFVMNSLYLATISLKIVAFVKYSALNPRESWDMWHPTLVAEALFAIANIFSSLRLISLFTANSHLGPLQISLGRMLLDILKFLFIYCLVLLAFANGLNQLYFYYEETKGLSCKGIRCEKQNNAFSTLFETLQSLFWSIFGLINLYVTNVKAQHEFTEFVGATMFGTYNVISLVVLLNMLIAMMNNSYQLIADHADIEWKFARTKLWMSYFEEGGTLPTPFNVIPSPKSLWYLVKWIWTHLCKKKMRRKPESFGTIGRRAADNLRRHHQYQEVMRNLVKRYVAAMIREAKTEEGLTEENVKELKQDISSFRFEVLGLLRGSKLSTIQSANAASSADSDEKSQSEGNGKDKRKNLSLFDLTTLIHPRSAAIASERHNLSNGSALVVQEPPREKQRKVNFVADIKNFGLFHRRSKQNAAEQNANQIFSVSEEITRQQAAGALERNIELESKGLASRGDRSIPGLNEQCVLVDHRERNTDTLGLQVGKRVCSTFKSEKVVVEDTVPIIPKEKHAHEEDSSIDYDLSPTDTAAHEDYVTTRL
MrgX1 antag: antagonists of human MrgX1 receptor, primary screen, HEK293 cells, Fluo-4 calcium flux | Mas-related G-protein coupled receptor member X1 (Homo sapiens), Q96LB2 | BAM8-22 antagonism; hits give low values | B-score at 10 µM | 310,000 tested, 1.3% active;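 active = calcium-response B-score plate-corrected more than 3 library SD below zero, starting fluorescence within 5 deviations, no agonist response on first addition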;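 also: peak minus trough fluorescence over baseline after final BAM8-22 challenge near maximal dose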
TRPC6 activator: mouse TRPC6 channel activators, primary screen, cell-based, HEK293, membrane potential dye | Short transient receptor potential channel 6 (Mus musculus), Q61143 | HEK293-TRPC6 membrane potential dye fluorescence; hits give high values | B-score at 10 µM | 310,000 tested, 0.13% active | AID 2550, 2010;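 active = B-score of the integrated fluorescence ratio above library mean plus 3 SD, and starting fluorescence ratio within library mean plus 5 SD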;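 also: higher score means more depolarization so channel activation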
ANO1 activ: TMEM16A chloride channel activators or potentiators, primary screen, cell-based, HTS; Anoctamin-1 (Mus musculus), Q8BHY3; HEK293 TMEM16A/YFP-H148Q/I152L, iodide quench fluorescence; hits give low values; B-score at 10 µM; 340,000 tested, 0.3% active;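 active = fluorescence-ratio B-score plate-corrected deviation score at least 3 library SD below zero, with starting fluorescence score within 5 deviations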;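 also: channel opened by trigger with iodide after compound preincubation; score built on the fluorescence ratio of max minus min over baseline; more negative score means more quench and so TMEM16A activation or potentiation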
MrgX1 agonist: agonists of human MrgX1 receptor, primary screen, HEK293 cells, Fluo-4 calcium flux | Mas-related G-protein coupled receptor member X1 (Homo sapiens), Q96LB2 | Fluo-4 calcium fluorescence, agonist mode; hits give high values | B-score at 10 µM | 310,000 tested, 0.44% active | AID 588627, 2011;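 active = calcium response B-score plate-corrected fluorescence ratio at least 3 library SD, with starting fluorescence B-score inside 5 SD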
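Test system: HEK293 cells stably expressing human MrgX1 receptor; Input: fifteen thousand cells per well; Dosing: compound delivered in addition one of three; Schedule: overnight seeding, then 1 h dark dye loading; Technique: Fluo-4 NW calcium fluorescence; Measure: B-scored fluorescence response ratio; Controls: positive and negative controls per plate.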
TRPC4 act: activators of mouse TRPC4 channel, primary screen, Fluo4 calcium, HEK293 TRPC4beta/mu-opioid cells. AID 2237, 2010. B-score at 10 µM. Short transient receptor potential channel 4 (Mus musculus), Q9QUQ5. 310,000 tested, 0.49% active. Fluo4 calcium fluorescence; hits give high values;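 active = B-score above 5 SD of library B-scores, and initial fluorescence ratio not above library mean plus 5 SD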;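 also: positive B-score marks a calcium rise read as TRPC4 activation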
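Material: HEK293 stable line with TRPC4beta plus mu-opioid receptor; technique: Fluo4 calcium-sensitive dye fluorescence, kinetic, 1 Hz baseline; timing: Fluo4 dye loading 45 min at room temperature, 110 s recording; controls: assay buffer as low control, maximal DAMGO as high control; read-out: integrated baseline-normalised fluorescence ratio, converted to per-well B score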
TRPC4 block: inhibitors of mouse TRPC4 channel, primary screen, Fluo4 calcium, HEK293 TRPC4beta/mu-opioid cells. Short transient receptor potential channel 4 (Mus musculus), Q9QUQ5. DAMGO-evoked Fluo4 calcium flux; hits give low values. B-score at 10 µM. 300,000 tested, 0.39% active. AID 2247, 2010;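 active = B-score over 3 SD under the library average, no early fluorescence shift, positive overall ratio signal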
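Material: HEK293 cells with stable TRPC4beta plus mu-opioid receptor expression; probe or stimulus: DAMGO in two steps, submaximal then maximal; technique: Fluo4 calcium fluorescence by kinetic imaging, 5 s 1 Hz baseline; measure: integrated fluorescence ratio relative to baseline, converted to per-well B score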
TMEM16A inh: TMEM16A chloride channel inhibitors, primary screen, cell-based, HTS | HEK293 TMEM16A/YFP iodide influx fluorescence, ionomycin | normalized B-score (activity score, 25-100; higher = stronger inhibition) at 10 µM | 310,000 tested, 1.2% active;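 active = ratio plate-corrected score three or more library SD toward inhibition, starting fluorescence score within five deviations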;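 also: score derived from kinetic fluorescence span divided by baseline fluorescence per well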
TRPC6 inhibitor: mouse TRPC6 channel inhibitors, primary screen, cell-based, HEK293, membrane potential dye. Short transient receptor potential channel 6 (Mus musculus), Q61143. B-score at 10 µM. AID 2553, 2010. 310,000 tested, 1.1% active. ACh-evoked depolarization; hits give low values;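 active = B-score under library mean minus 3 SD, initial fluorescence not abnormally high, positive integrated signal ratio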;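 also: B-score derived from integrated fluorescence ratio over the kinetic read; more negative B-score means stronger inhibition of depolarization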
MrgX1 allo act: positive allosteric modulators of MrgX1, primary screen, HEK293 cells, Fluo-4 calcium flux | Mas-related G-protein coupled receptor member X1 (Homo sapiens), Q96LB2 | FDSS; hits give high values | B-score at 10 µM | 310,000 tested, 0.63% active;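 active = plate-corrected calcium response at least 3 library SD above typical, normal starting fluorescence, not activating the receptor alone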;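 also: compound read alongside a low EC10 to EC30 dose of BAM8-22 agonist; peak minus trough fluorescence over baseline measured at the second addition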
RGS4 block: RGS4 inhibitors, primary screen, cell-based, HEK293 M3R inducible RGS4, calcium flux. Regulator of G-protein signaling 4 (Homo sapiens), P49798. Fluo-4 calcium flux; hits give high values; triggered by carbachol at its EC20. B-score at 10 µM. 310,000 tested, 0.45% active;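 active = B-score, a plate-corrected calcium signal, over three deviations above library mean, with baseline fluorescence within five deviations of library mean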;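 also: RGS4 expression induced by doxycycline in cells with stable M3 receptor; B-score is computed from the integrated fluorescence ratio over baseline after carbachol; higher B-score means a larger calcium signal and so more RGS4 inhibition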
Numbers without * were called inactive; i = inactive; nt = not tested or not shown.

SMILES	TRPC4 potent	MrgX1 antag	TRPC6 activator	ANO1 activ	MrgX1 agonist	TRPC4 act	TRPC4 block	TMEM16A inh	TRPC6 inhibitor	MrgX1 allo act	RGS4 block
CC(CCc1ccccc1)NC(=O)COC(=O)c1ccc(NC(=O)CC#N)cc1 (stereo not given)	i	i	i	i	i	i	i	i	i	i	i
Cc1c(C(=O)N(C)C)sc(NC(=O)c2cc([N+](=O)[O-])cc([N+](=O)[O-])c2)c1C#N	i	i	i	i	i	i	i	i	i	i	i
CC1=C(C(=O)OCc2ccc3c(c2)OCO3)C(c2ccc(Cl)cc2)NC(=O)N1 (stereo not given)	i	i	i	i	i	i	i	i	i	i	i
C=CCNC(=S)N/N=C/c1ccc(-c2ccc(Br)cc2)o1	i	i	i	i	i	i	i	i	i	i	i
CCN(C(=O)CN1CCc2ccccc21)c1c(N)n(Cc2ccccc2)c(=O)[nH]c1=O	i	i	i	i	i	i	i	i	i	i	i
c1ccc(Nc2ccc(-n3ccnc3)nn2)cc1	i	i	i	i	i	i	i	i	i	i	i
c1ccc(OCc2nn3c(-c4ccco4)nnc3s2)cc1	i	i	i	i	i	i	i	i	i	i	i
COc1ccc(C(c2nnnn2C2CCCC2)N2CCc3ccccc3C2)cc1OC (stereo not given)	i	nt	i	i	nt	i	i	nt	i	nt	i
Cc1ccc(CS(=O)Cc2ccc(C(=O)NCCc3ccccc3)o2)cc1 (stereo not given)	i	i	i	i	i	i	i	i	i	i	i
CC(=O)OCCCCCCCCCCC[N+]1(C)CCCCC1	i	i	i	i	i	i	i	i	i	i	i
CC(Oc1ccc(Br)cc1)C(=O)NC1CCN(Cc2ccccc2)CC1 (stereo not given)	i	i	i	i	i	i	i	i	i	i	i
COc1ccc(CN(C)C(=O)c2ccc(NS(=O)(=O)c3ccc(C)c([N+](=O)[O-])c3)cc2)c(OC)c1OC	i	i	i	i	i	i	i	i	i	i	i
O=C1N(c2cccc(Cl)c2)C(c2ccc(Cl)cc2)N2CCCN12 (stereo not given)	i	i	i	i	i	i	i	i	i	i	i
COc1ccccc1S(=O)(=O)Cc1ccc(C(=O)NCc2cccnc2)o1	i	i	i	i	i	i	i	i	i	i	i
COc1ccc(C(=O)NCc2ccc3c(c2)OCO3)cc1	i	i	i	i	i	i	i	i	i	i	i
CN(CCO)S(=O)(=O)c1ccc2c(c1)C(=O)c1cc(S(=O)(=O)N(C)CCO)ccc1-2	i	i	i	i	i	i	i	i	i	i	i
Cc1ccccc1NS(=O)(=O)c1ccc(C(=O)NCC(C)(C)N2CCOCC2)cc1	i	i	i	i	i	i	i	i	i	i	i
Cc1ccc(S(=O)(=O)N(C)CC(=O)Nc2cc(C)ccn2)cc1	i	i	i	i	i	i	i	i	i	i	i
CC(C)(C)c1ccc(NC(=O)NC2CCCc3ccccc32)cc1 (stereo not given)	i	i	i	i	i	i	i	i	i	i	i
Cc1ccccc1OCC(=O)NCC(=O)OCC(=O)c1ccc([N+](=O)[O-])cc1	i	i	i	i	i	i	i	i	i	i	i
O=C(Nc1ccccn1)NC(C(F)(F)F)C(F)(F)F	i	i	i	i	i	i	i	i	i	i	i
CCC1=C2CC[C@H]3C(=O)N(CC)C(=O)[C@H]3[C@H]2[C@@]2(Cc3ccccc3)C(=NCCOC)OC(=O)N2C1=O	i	i	i	i	i	i	i	i	i	i	i
c1ccc(-c2nn3c(Cn4nnc5ccccc54)nnc3s2)nc1	i	i	i	i	i	i	i	i	i	i	i
Cc1ccc(N2CC(C(=O)N3CCC(C(=O)Nc4ccc(Br)cc4)CC3)CC2=O)cc1 (stereo not given)	i	i	i	i	i	i	i	i	i	i	i
CCOC(=O)CSc1nnc(-c2cccnc2)n1Cc1ccccc1	i	i	i	i	i	i	i	i	i	i	i
Cc1ccc2oc(=O)n(CCOc3ccccc3)c2c1	i	i	i	i	i	i	i	i	i	i	i
COCCNc1nc2ccccc2n1CC(=O)c1ccc(OC)c(OC)c1	i	i	i	i	i	i	i	i	i	i	i
Cc1ccc(NC(=O)CCc2c(C)nn(-c3ccc(N4CCOCC4)nn3)c2C)cc1F	i	i	i	i	i	i	i	i	i	i	i
Cc1c(N(C)S(=O)(=O)c2ccc(Cl)c(C(=O)N3CCC(C(N)=O)CC3)c2)c(=O)n(-c2ccccc2)n1C	i	i	i	i	i	i	i	i	i	i	i
CS(=O)(=O)N(CC(=O)Nc1ccccc1-c1ccccc1)c1ccc(F)cc1	i	i	i	i	i	i	i	i	i	i	i
CC1=C(C(=O)N2CCCC(C(=O)c3cccc4ccccc34)C2)OCCO1 (stereo not given)	i	i	i	i	i	i	i	i	i	i	i
CCOCC(=O)Nc1cc(Cl)ccc1C	i	i	i	i	i	i	i	i	i	i	i
Cc1ccccc1C(=O)NC(CC(C)C)C(=O)NN1C(=O)c2ccccc2C1=O (stereo not given)	i	i	i	i	i	i	i	i	i	i	i
CCOc1ccc(C2(C)NC(=O)N(CCN(C)C)C2=O)cc1 (stereo not given)	i	i	i	i	i	i	i	i	i	i	i
CSc1ccc(/C=C/C(=O)c2ccc(NC(=O)Cc3ccccc3)cc2)cc1	i	i	i	i	i	i	i	i	i	i	i
CCCCOc1ccc(Cn2c(=O)oc3ccccc32)cc1	i	i	i	i	i	i	i	i	i	i	i
CC(=O)C1=C(C)NC(SCC(=O)Nc2nc3ccccc3s2)=C(C#N)C1c1ccc(Cl)cc1 (stereo not given)	i	i	i	i	i	i	i	i	i	i	i
N#Cc1ccc(Cl)cc1NC(=O)CSc1nc2nc(-c3cccs3)cc(C(F)(F)F)c2c(=O)[nH]1	i	i	i	nt	i	i	i	i	i	i	i
COc1ccc(NS(=O)(=O)c2cccc(-c3n[nH]c(=S)n3Cc3ccccc3)c2)cc1	i	i	i	i	i	i	i	i	i	i	i
CCOc1ccc(C(=O)NCC(=O)OCC(=O)Nc2cccc(S(=O)(=O)N3CCCC3)c2)cc1	i	i	i	i	i	i	i	i	i	i	i
Cc1cc(C(F)F)n2ncc(C(=O)NCc3ccc(F)cc3)c2n1	i	i	i	i	i	i	i	i	i	i	i
CC1CCN(CCCNS(=O)(=O)c2cc(Br)cc3c2N(C(=O)C2CC2)CC3)CC1	i	i	i	i	i	105*	i	i	i	i	i
Cc1cc(C)c(NC(=O)Cn2cc3c(n2)CCCC3)c(C)c1	i	i	i	i	i	i	i	i	i	i	i
Cc1cc(C)n(C(=O)c2cccc(S(=O)(=O)N3CCOCC3)c2)n1	i	i	i	i	i	i	i	i	i	i	i
CCCCNC(=O)C1C2C=CC3(CN(Cc4ccc(C)cc4)C(=O)C13)O2 (stereo not given)	i	i	i	i	i	i	i	i	i	i	i
Cc1ccc(-n2c(-c3ccccc3)c[n+]3c2CCC3)cc1	i	i	i	i	i	i	i	i	i	i	i
Cc1cc(C)c2nc(SCC(=O)NC(=O)c3cccn3C)cc(C)c2c1	i	i	i	i	i	i	i	i	i	i	i
O=C(CN1CCC(C(O)(c2ccccc2)c2ccccc2)CC1)Nc1ccccc1	i	i	i	i	i	i	i	i	i	i	i
Cc1ccn2cc(CSc3ccccc3)nc2c1	i	i	i	i	i	i	i	i	i	i	i
O=c1cc(-c2ccccc2)[nH]c2nc3ccccc3n12	i	i	i	i	i	i	i	i	i	i	i
CCCSC1=C(C#N)C(c2ccccc2OCC)CC(=O)N1 (stereo not given)	i	i	i	i	i	i	i	i	i	i	i
S=C(NC1CCCCC1)N1CCOCCOCCN(C(=S)NC2CCCCC2)CCOCC1	i	i	i	i	i	i	i	i	i	i	i
CNC(=O)/C(C#N)=C/c1ccc(-c2ccc(OC)cc2[N+](=O)[O-])o1	i	-5.2*	i	i	i	i	i	i	i	i	i
CCN(CC)c1nc2ccccc2n2cnnc12	i	i	i	i	i	i	i	i	i	i	i
Cc1ccc(S(=O)(=O)NCc2nc3ccccc3c(=O)n2N)cc1	i	i	i	i	i	i	i	i	i	i	i
COc1ccc(-c2ccccc2NC(=O)C2CCCN(Cc3ccc(C)o3)C2)cc1 (stereo not given)	i	i	i	i	i	i	i	i	i	i	i
CC(=O)Nc1ccc(OS(=O)(=O)c2ccc(C(C)(C)C)cc2)cc1	i	i	i	nt	i	i	i	i	i	i	i
COc1cc(/C=N/NC(=O)CCc2ccccc2)ccc1O	i	i	i	i	i	i	i	i	i	i	i
Cc1ccc(C(c2ccc(C)o2)c2cccc([N+](=O)[O-])c2O)o1	i	i	i	i	i	i	i	i	i	i	i
COCCN1CN=C(Nc2nc3ccccc3o2)NC1	i	i	i	i	i	i	i	i	i	i	i

(cont.)
SMILES	TRPC4 potent	MrgX1 antag	TRPC6 activator	ANO1 activ	MrgX1 agonist	TRPC4 act	TRPC4 block	TMEM16A inh	TRPC6 inhibitor	MrgX1 allo act	RGS4 block
Cc1ccc2nc(C)cc(N/N=C/c3ccccc3O)c2c1	i	i	i	i	i	i	i	i	i	i	i
Cc1ccc(S(=O)(=O)N(C)Cc2ccc(C(=O)N/N=C/c3ccc(OC(F)F)cc3OC(F)F)cc2)cc1	i	i	i	i	i	i	i	i	i	i	i
CCOC(=O)c1ccccc1NC(=O)COC(=O)CCNS(=O)(=O)c1ccc(C)c(C)c1	i	i	i	i	i	i	i	i	i	i	i
Cc1noc(/C=C/N(C)C)c1S(=O)(=O)N1CCCC(C(=O)NCCC2=CCCCC2)C1 (stereo not given)	i	i	i	i	i	i	i	i	i	i	i
C#CCn1cc(Cl)cc(C(=O)Nc2ccccc2)c1=O	i	i	i	i	i	i	i	i	-7.1*	i	i
O=C(Cn1c(NCCCO)nc2ccccc21)c1cccs1	i	i	i	i	i	i	i	i	i	i	i

Random draw from the library; about 5.8% have a hit in one of these screens.
